Screens as filed in PubChem BioAssay.
HCV inh: HCV inhibition; Huh7.5.1 HCVcc-Cre infection, luciferase reporter, 44 h; Potency, µM (highest dose often 41.8 µM), for the others: at the highest dose activity change, negative = inhibition, actives largely listed as inhibitors; hit rate 3.4% among 340,000; AID 651820; note: potency is the fitted concentration of half-maximal effect
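Antiviral activity was scored by luciferase reporter output from cells infected with HCVcc-Cre (~0.5 moi) in presence of compound, 44 h infection period, cells seeded 1,000/well 4 h prior.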
AmpC detergent: AmpC beta-lactamase inhibition with detergent present. AmpC hydrolysis of nitrocefin, absorbance 480 nm, 0.01% Triton. AID 485294. hit rate 0.041% among 370,000. Potency, µM (titrated, usually from 114 µM), without a hit: at the top dose activity change, negative = inhibition, hits mostly inhibitors;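 note: potency is the fitted concentration of half-maximal effect; 0% = no-compound wells and -100% = no-enzyme wells; nearly all actives have a fitted effect of over 25% in size; some results filed as inactive show a strong effect at the top dose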
Target sequence (P00811 whole entry, looked up): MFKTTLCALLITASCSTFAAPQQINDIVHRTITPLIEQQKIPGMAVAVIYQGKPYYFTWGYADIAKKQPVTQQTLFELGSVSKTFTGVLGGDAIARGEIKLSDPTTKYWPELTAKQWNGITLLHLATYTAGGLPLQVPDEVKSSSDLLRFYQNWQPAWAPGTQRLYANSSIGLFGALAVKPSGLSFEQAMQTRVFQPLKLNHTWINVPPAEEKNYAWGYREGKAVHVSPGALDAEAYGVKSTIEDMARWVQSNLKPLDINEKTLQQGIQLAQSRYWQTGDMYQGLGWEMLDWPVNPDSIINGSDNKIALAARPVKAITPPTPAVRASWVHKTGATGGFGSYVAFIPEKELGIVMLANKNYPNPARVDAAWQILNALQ
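20 mM phosphate pH 7.0 + 0.01% (detergent screen) or 0.0001% Triton X-100; 5.3 nM AmpC reagent; cpd preinc 15 min RT; nitrocefin (800 uM stock) to start; A480 q20 s × 4 min; Activity was normalised to no-enzyme and no-compound control wells.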
Giardia FBPA inh: inhibitors of Giardia lamblia fructose-1,6-bisphosphate aldolase; Potency, µM (doses to about 59.6 µM), for inactives: at the top dose activity, negative = inhibition, most hits filed as inhibitors; AID 2451; purified Giardia FBPA; hit rate 0.71% among 290,000; A8B2U2; note: potency is the fitted concentration of half-maximal effect; nearly all actives have a fitted effect of over 55% in size
Target sequence (A8B2U2 whole entry, looked up): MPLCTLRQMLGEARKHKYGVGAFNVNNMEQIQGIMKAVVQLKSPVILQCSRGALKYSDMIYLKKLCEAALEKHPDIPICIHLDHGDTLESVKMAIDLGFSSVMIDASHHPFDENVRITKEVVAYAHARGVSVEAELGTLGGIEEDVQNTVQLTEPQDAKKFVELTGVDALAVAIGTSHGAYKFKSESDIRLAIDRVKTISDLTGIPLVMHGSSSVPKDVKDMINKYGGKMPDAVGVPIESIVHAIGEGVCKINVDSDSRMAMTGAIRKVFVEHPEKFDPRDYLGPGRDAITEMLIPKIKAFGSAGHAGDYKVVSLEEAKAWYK
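40 nM FBPA preincubated 10 min at RT with compound (up to 57.5 uM final), then substrate plus GAPDH/TPI/NAD/arsenate coupling and diaphorase/resazurin added. Fluorescence read after 20 min at RT, 525/598 nm.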
Sm TGR block: blocks Schistosoma mansoni thioredoxin glutathione reductase; purified TGR, DTNB reduction, TNB absorbance 405 nm; Q962Y6; hit rate 3% among 360,000; Potency, µM (titrated, usually from 114 µM), without a hit: top-dose activity change, negative = inhibition, usual class: inhibitors; AID 485364; note: potency is the fitted concentration of half-maximal effect; nearly all actives have a fitted effect of over 60% in size
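Kinetic colorimetric format: TGR-catalysed, NADPH-driven DTNB reduction monitored via TNB absorbance. Enzyme dispensed at 20 nM; compound exposure 15 min at room temperature before reaction start.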
HCMV inh: inhibitors of human cytomegalovirus; activity change, negative = inhibition, % at 57.5 µM; hit rate 4.5% among 410,000; AID 1259415; HFF cells, HCMV-luciferase reporter, 72 h; hits give low values; in the data active = activity change below about -60%; inconclusive = no clear call, values can overlap the other calls; inactive = above about -39%
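After 16 h attachment at 37C, HFF cells received test compound and HCMV-luciferase (1 PFU/cell); reporter luminescence read 72 h later, data normalized against buffer-only and known inhibitor Salinomycin.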
AmpC inh no detg: inhibitors of E. coli AmpC beta-lactamase without detergent; P00811; AmpC nitrocefin hydrolysis, absorbance 480 nm, 0.0001% Triton; Potency, µM (doses to about 57.1 µM), inactives show top-dose activity change, negative = inhibition, usual class: inhibitors; hit rate 0.52% among 330,000;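 note: potency is the fitted concentration of half-maximal effect; plate controls were no compound for no effect and no enzyme for full effect; nearly all actives have a fitted effect of over 20% in size; some results filed as inactive show a strong effect at the top dose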
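20 mM phosphate pH 7.0 + 0.01% (detergent screen) or 0.0001% Triton X-100; 5.3 nM AmpC reagent; cpd preinc 15 min RT; nitrocefin (800 uM stock) to start; A480 q20 s × 4 min; Activity was normalised to no-enzyme and no-compound control wells.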
* marks the source's active call; other numbers are inactive results; ? = inconclusive; . = not tested or not shown; & = joins results of further samples; [ ] = dose if it differs, or a comment. Unless noted, calls come from the whole dose curve; as a rule, active = well fitted curve in the direction sought with a large enough effect; inconclusive = small, poorly fitted or top-dose-only effect, or another doubt; inactive = no such curve, though single readings can be large; an effect the other way counts as inactive or inconclusive. Unless noted, % is set by controls: 0 for no effect and ±100 for the full control effect.

SMILES	HCV inh	AmpC detergent	Giardia FBPA inh	Sm TGR block	HCMV inh	AmpC inh no detg
Cc1cccc(C(=O)Nc2cc(-c3ccccc3F)nn2-c2ccccc2)c1	.	18%	.	2%	-12	.
Cc1ccc(OCC(=O)NNC(=S)NC(=O)c2cccs2)c(C)c1	10%	-9%	-14%	-30%	9	-19%
CN(CC(=O)Nc1ccccc1Cl)C(=O)CN1C(=O)C2CCCCC2C1=O (stereo not drawn)	6%	?	.	1%	-16	0%
Cc1ccc(N(CC(=O)N2CCN(c3cccc(Cl)c3)CC2)S(=O)(=O)c2c(C)noc2C)cc1	.	-1%	.	0%	-20	.
COc1ccc([N+](=O)[O-])cc1N(CC(=O)NCC1CCCO1)S(C)(=O)=O (stereo not drawn)	8%	-11%	-7%	5%	11	-5%
O=C(COc1ccc(-c2nnco2)cc1)Nc1c(F)cccc1F	1%	-19%	.	-7%	7	1%
O=C(NC(=S)Nc1ccc(-c2nc3ncccc3o2)cc1)c1ccccc1F	?	-9%	3%	0%	-10	0%[2.29 µM]
Cc1cc(C)nc(NC(=O)c2ccc(C)c(C)c2)n1	2%	-14%	-2%	6%	34	-14%
CC(C)(C)NCCOCCOc1ccc(Cl)cc1C(C)(C)C	?	?	?	.	-13	10%
Cc1c(NC(=O)CN2c3cccc4cccc(c34)S2(=O)=O)c(=O)n(-c2ccccc2)n1C	6%&8%	1%	-8%	-21%	-12	-14%
O=C(Oc1ccc(-c2nnco2)cc1)c1ccc(F)c(S(=O)(=O)N2CCOCC2)c1	23%	?	.	-3%	35	-10%
Cc1cc(C(=O)N2CCN(S(C)(=O)=O)CC2)cs1	10%	-9%	3%	-34%	16	-17%
CCCC[C@H](CC(=O)c1ccccc1)[C@@H](OC(C)=O)C(=O)Oc1c(C(C)C)cccc1C(C)C	-4%	5%	.	8%	10	-3%
COc1cccc(-c2[nH]c3c(c2-c2c(-n4cccc4)n(C)c(=O)[nH]c2=O)c(=O)[nH]c(=O)n3C)c1	.	20%	.	2%	12	.
O=C(CC1CCCCC1)Nc1ncn[nH]1	30%	-9%	1%	5%	-35	-2%
COc1ccc(S(=O)(=O)N2CCN(CCc3ccccc3)CC2)cc1	?	-14%	2%	0%	-21	-5%
c1cncc(CSc2nnc3ccc(-c4cccs4)nn23)c1	5%	2%	-3%	-3%	?	66%[activator]
CCOC(=O)c1cc(NC(=O)N(C(C)C)C(C)C)c(C)nc1C	10%	-4%	0%	-12%	-3	-33%
C=CCOc1ccccc1CN1CCCC(CCC(=O)N(C)CCc2ccccn2)C1 (stereo not drawn)	3%	0%	-2%	-11%	-11	-2%
O=C(CSc1nnc2n1CCCCC2)Nc1ccc(N2CCOCC2)cc1	11%	-1%	-4%	-4%	14	8%
COC(=O)c1sccc1NS(=O)(=O)c1ccccc1	4%	-8%	-11%	-10%	29	-12%
COc1cccc(NC(=O)CSc2nnc(CN3CCOCC3)n2C)c1	18%	10%	1%	2%	39	-2%
Cc1ccc(NC(=O)COC(=O)CCc2c(C)nc3ncnn3c2C)cc1	1%	.	.	.	37	-20%
CCN(CC)S(=O)(=O)c1ccc2c(c1)c(=O)c(C(=O)N1CCN(c3ccccn3)CC1)cn2C	3%	-7%	22%	-1%	?	62%[activator]
CC(=O)Nc1ccccc1C(=O)C(=O)Nc1ccccc1	-13%	-10%	0%	8%	2	-33%
Cc1ccc(CCP(=O)(O)CN2CCOCC2)cn1	26%	2%	7%	-2%	-31	-4%
O=C(CSc1nnc(C2CC2)n1C1CC1)c1ccc(F)cc1	-1%	2%	.	-8%	?	-12%
O=C(N/N=C/c1ccc2c(c1)OCO2)C(=O)Nc1ccccc1	6%	-9%	0%	-2%	20	-14%
Cc1sc(NC(=O)C2CCCO2)c(C(N)=O)c1C (stereo not drawn)	?	-7%	1%	-9%	53	-16%
CCN(CC)S(=O)(=O)c1cccc(C(=O)N2CC(O)CC2C(=O)O)c1 (stereo not drawn)	2%	-4%	1%	-5%	-22	0%
O=C1C(=O)N(CCCn2ccnc2)C(c2ccc([N+](=O)[O-])cc2)/C1=C(\O)c1ccc2c(c1)OCCO2 (stereo not drawn)	-3%	-7%	.	-32%	0	-14%
CCOC(=O)CNC(=O)Cn1cnc2c(nnn2-c2ccc(OC)cc2)c1=O	-4%	0%	13%	5%	-12	2%
CCN(CC(=O)Nc1ccc(NC(C)=O)cc1)C(=O)C1CCCC1	9%	?	.	-1%	-27	-17%
Cc1ccsc1C=Nc1ccc(O)cc1	8%	-9%	5.6µM*	18µM*	.	-25%
N#CC1=C(S)N(c2ccccc2)C(c2ccc(-c3ccccc3Cl)o2)NC1=O (stereo not drawn)	9%	3%	-25%	-15%	3	?
COCc1cc(S(=O)c2ccc(Cl)cc2)nc(C)n1 (stereo not drawn)	?	?	0%	.	?	-25%
CCCC1CC(C)(c2csc(Nc3ccc(OCC)cc3)n2)OC1=O (stereo not drawn)	?	?	1%	1%	-89*	-22%
CSCc1ccc(C(=O)NCc2ccc(C)cc2)cc1	-1%	-4%	7%	-3%	-13	-16%
COc1ccc2ccccc2c1C1NC(=O)NC(C)=C1[N+](=O)[O-] (stereo not drawn)	-2%	-12%	-4%	2%	49	-10%
CCOc1c(Cl)cc(CNCc2ccccn2)cc1OC	13%	?	-9%	3%	0	-8%
COc1ccc(C2NCCc3c2[nH]c2ccccc32)cc1CSc1nc2ccccc2s1 (stereo not drawn)	?	-2%	6%	-11%	-8	55%
O=C(c1ccco1)N1CCN(S(=O)(=O)Cc2ccc(Cl)cc2)CC1	-8%	?	6%	-5%	2	2%
CN(C)/C=C\C(=C/C(=O)C(F)(F)F)Nc1ccccc1Oc1ccccc1	?	5%	-5%	-2%	1	18%
CCC(=O)c1cn(CC(=O)Nc2c(C)cccc2C)c2ccccc12	-8%	-2%	9%	4%	11	0%
Cc1sc(NC(=O)CS(=O)(=O)c2ccccc2)c(C#N)c1C	11%	-17%	.	4%	-8	-21%
CCOc1ccc(NC(=O)CSc2nc(-c3cccc(Cl)c3)nc3c2Cc2c(CO)cnc(C)c2O3)cc1	.	-8%	.	?	-7	.
Cc1cc(/C(N)=N/OC(=O)Nc2cccc(C(F)(F)F)c2)no1	1%	-2%	-1%	4%	2	-36%
COc1cc(/C=N/NC(=O)C23CC4CC(CC(C4)C2)C3)cc(Br)c1O	14%	2%	-2%[12.9 µM]	-18%	4	28µM*
OC1CCCN(Cc2ccccc2)C1 (stereo not drawn)	3%	-10%	-5%	1%	-30	-8%
CC(=O)Nc1ccc(S(=O)(=O)N(Cc2ccccc2)C(C)C)cc1	?	1%	0%	-3%	?	-10%
CCOc1ccc(OCC)c(NC(=O)CN2CCN(c3cccc(C)c3C)CC2)c1	9%	-9%	-16%	2%	26	-14%
Cn1c(SCC(=O)Nc2ccccc2F)nnc1-c1cccnc1	15%	?	1%	4%	23	-4%
c1ccc(-n2cnc3cc(NCc4ccco4)ccc32)cc1	?	-1%	-9%	-9%	-86*	-28%
Cc1ccc(S(=O)(=O)NNC(=O)C(=O)NNc2ccccn2)cc1	-19%	-4%	12%	0%	-29	-8%
Cc1cc(OCC(=O)Nc2ccc(S(=O)(=O)N3CCN(C)CC3)cc2)cc(C)c1Cl	11µM*	-12%	?	-16%	-15	184%[activator]
COc1ccc(C(=O)N/N=C(\C)CC(=O)N2CCN(C=O)CC2)cc1	-12%	-12%	-3%	0%	0	-29%
CCC(=O)N1CCc2cc(S(=O)(=O)Nc3ccc4c(c3)OCCO4)ccc21	2.8µM*	-6%	8%	-1%	-87*	-33%
CC1(C)CC2(CC(c3ccc(F)cc3)c3ccc(O)cc3O2)NC(=S)N1 (stereo not drawn)	-23%	-3%	1%	1%	0	-35%
CNC(=S)N(CCc1c(C)[nH]c2ccc(Cl)cc12)Cc1cccs1	.	3%	-9%	7%	.	-2%
O=C(O)CSCC(=O)Nc1cc(C(F)(F)F)ccc1Cl	5%	?	12%	0%	42	-12%
Remaining list, next part:
SMILES	HCV inh	AmpC detergent	Giardia FBPA inh	Sm TGR block	HCMV inh	AmpC inh no detg
CCOC(=O)C1=NNC(C(=O)c2ccc(Cl)cc2)C1c1ccc(OC)cc1 (stereo not drawn)	?	8%	-7%	-1%	-32	-13%
O=C(Cc1ccc(Cl)cc1)Nc1ccc(S(=O)(=O)Nc2cnc3ccccc3n2)cc1	?	1%	18%	.	-37	-39%
CC1Oc2ccccc2C=C1/C=N/Nc1ccc(C(=O)O)cc1 (stereo not drawn)	2%	-10%	5%	-16%	8	-51%
CCC(O)C1CCN(C(=O)c2cc(COc3ccc4ncccc4c3)on2)CC1 (stereo not drawn)	1.8µM*	?	1%	8%	.	-1%
Cc1cc(C)c2c(N)c(C(=O)c3ccc(Cl)cc3Cl)sc2n1	9%	-13%	3%	-3%	3	-36%
COc1ccc(-c2ccc3c(N)c(C(=O)c4ccc(OC)c(OC)c4)sc3n2)cc1	21%	4%&-8%	-1%	-1%&-11%	8&13	-15%
O=C(NCCCN1CCCC1)c1ccc2c(c1)N(Cc1ccccc1)CCS2	-10%	-6%	?	-16%	-33	97%[activator]
CCCCOc1ccc(NC(=O)CN2CCN(C(=O)OCC)CC2)cc1	-4%	-11%	?	-6%	0	93%[activator]
CCCn1nnnc1SCC(=O)NC1CCCC1	5%	-3%	.	-4%	7	-17%
CCN(CC)CCN1C(=O)c2oc3ccccc3c(=O)c2C1c1cccc(Br)c1 (stereo not drawn)	10%	-7%	9%	0%	-4	44%
COC(=O)c1cc(S(=O)(=O)N2CCN(c3cccc(Cl)c3)CC2)c[nH]1	?	?	?	-13%	.	-15%
CCn1cc(C(=O)N2CC=C(c3ccccc3)CC2)c(=O)c2ccc(C)nc21	2%	-13%	-7%	1%	-108*	-22%
O=C(CSc1nnc2scc(-c3ccccc3)n12)Nc1ccc(Cl)cc1	.	8%	.	-2%	-12	.
